High-throughput results from PubChem.
KCNH2 3.1 block = KCNH2 3.1 (human) potassium channel inhibition. 0.95% of 340,000 active. U2OS KCNH2 3.1, thallium flux FluxOr; stronger effect = lower value. activity change, % (tested at about 1.8 µM);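 active means maximum activity change below -70%; inconclusive means maximum activity change from -70% to -50%; inactive means maximum activity change above -50%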;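 further: thallium influx rate constant from kinetic fluorescence after stimulation buffer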
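Normalized rate constant (relative to positive and negative DMSO controls) derived from a 2 min kinetic fluorescence read after stimulation; U2OS cells expressing the 3.1 isoform via virus at 1.77 x 10^8 /mL.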
B2AR arrestin = recruits beta-arrestin to the human beta2-adrenergic receptor | AID 492947 | P07550 | beta-arrestin recruitment to beta2AR, cell-based reporter | 0.02% of 330,000 active | Potency, µM (titrated, usually from 46.1 µM), inactives show at the top dose activation, most hits filed as activators;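 further: potency means the concentration at half of the fitted maximal effect; 0% = DMSO controls and full agonism = EC100 isoproterenol or metaproterenol; nearly all actives have a fitted effect of over 65% in size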
hERG WT inh = KCNH2 (human, wildtype) channel inhibition; Q12809; U2OS, BacMam KCNH2, thallium flux FluxOr; stronger effect = lower value; activity change, % at 1.84 µM; 0.37% of 340,000 active; AID 720551;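 active means maximum activity change below -70%; inconclusive means maximum activity change between -70% and -50%; inactive means maximum activity change above -50%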
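U2OS cells transduced with wild-type KCNH2 virus are loaded with FluxOr dye for 45 min, and thallium flux is measured in kinetic reads before and after stimulation buffer. Rate constants are normalized to DMSO controls.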
uPA generation = blocks generation of uPA at the cell surface; cell surface uPA generation assay, qHTS; Potency, µM (doses to about 38.3 µM), for inactives: top-dose activity change, negative = inhibition, usual class: inhibitors; 0.31% of 330,000 active; AID 540303; active means well fitted inhibition curve with a large enough effect; inconclusive means small, poorly fitted or top-dose-only effect; inactive means no such curve, though single readings can be large or run the other way; tested in mouse RAW 264.7 cells; further: potency means the concentration at half of the fitted maximal effect; nearly all actives have a fitted effect of over 55% in size
USP2a block = blocks human ubiquitin-specific protease USP2a; 0.01% of 330,000 active; AID 463254; O75604; USP2 core, Ub-CHOP2 coupled fluorogenic reporter, 485/531; Potency, µM (top dose mostly 38.3 µM), inactives show top-dose activity change, negative = inhibition, most hits filed as inhibitors;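 further: potency means the concentration at half of the fitted maximal effect; plate controls were DMSO wells for no effect and full inhibition by NEM control for full effect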
Target sequence (O75604 whole entry, looked up): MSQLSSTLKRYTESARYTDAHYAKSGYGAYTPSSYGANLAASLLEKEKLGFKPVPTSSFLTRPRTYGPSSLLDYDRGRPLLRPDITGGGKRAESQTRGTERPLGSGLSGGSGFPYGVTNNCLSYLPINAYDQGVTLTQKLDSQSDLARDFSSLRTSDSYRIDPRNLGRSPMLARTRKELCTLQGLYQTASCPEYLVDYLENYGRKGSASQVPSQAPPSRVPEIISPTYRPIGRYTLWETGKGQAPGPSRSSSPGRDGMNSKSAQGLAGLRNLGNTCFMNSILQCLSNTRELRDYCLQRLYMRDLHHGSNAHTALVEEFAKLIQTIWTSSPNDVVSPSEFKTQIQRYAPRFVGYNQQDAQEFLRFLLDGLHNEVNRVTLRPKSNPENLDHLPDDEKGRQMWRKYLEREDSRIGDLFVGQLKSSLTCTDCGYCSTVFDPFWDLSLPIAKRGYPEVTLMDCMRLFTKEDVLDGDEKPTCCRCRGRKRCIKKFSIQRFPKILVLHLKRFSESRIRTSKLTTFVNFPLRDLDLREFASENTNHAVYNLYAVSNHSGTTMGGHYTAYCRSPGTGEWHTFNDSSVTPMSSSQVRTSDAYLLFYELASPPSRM
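Deubiquitinase activity read as fluorescence (485/531 nm) after Ub-CHOP2 cleavage activates the enterokinase reporter on its substrate; USP2 core 10nM, Ub-CHOP2 and substrate 25nM each, 30min compound preincubation then 60min RT; data normalized to NEM, curves fitted.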
GALK inhibitor = inhibitors of human galactokinase; P51570; Purified GALK, Kinase-Glo residual ATP luminescence; Potency, µM (top dose mostly 57.5 µM), for inactives: at the highest dose activity change, negative = inhibition, hits mostly inhibitors; 0.007% of 270,000 active; further: potency means the concentration at half of the fitted maximal effect
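Quantitative HTS: GALK 5 nM, ATP 35 uM, galactose 100 uM, 1 h room temperature, then luciferase-based ATP detection.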
Eya2 inh = blocks the phosphatase activity of human Eya2 | 0.006% of 330,000 active | Potency, µM (series often up to 76.9 µM), inactives show top-dose activity, negative = inhibition, most hits filed as inhibitors | recombinant Eya2, OMFP fluorescence dephosphorylation (OMFP is methylfluorescein phosphate) | O00167; further: potency means the concentration at half of the fitted maximal effect
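Eya2 (0.2 uM) preincubated 10 min at ambient with compound, then OMFP substrate added at 50 uM; 10 min reaction in 50 mM HEPES pH 7.5, 50 mM NaCl, 5 uM MgCl2, 0.05% BSA, 1 mM DTT. Fluorescence read at Ex 485/Em 525 nm.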
PKM2 act = activators of human pyruvate kinase M2; P14618; purified PKM2, Kinase-Glo ATP luminescence, activation; response scale: 0% is enzyme alone, no compound; Potency, µM (titrated, usually from 57.5 µM), for inactives: at the top dose activation, most hits filed as activators; 0.34% of 260,000 active; further: potency means the concentration at half of the fitted maximal effect; nearly all actives have a fitted effect of over 55% in size
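Purified hPK-M2 (>95%) run at intermediate activity with 0.1 mM ADP and 0.5 mM PEP in 50 mM imidazole pH 7.2, KCl, MgCl2; 1 h room temperature. ATP formed read by Kinase-Glo luminescence; normalized to uninhibited and no-enzyme controls.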
BCR signal inh = blocks chronic active B-cell receptor signaling; ABC-DLBCL IkBa-CBG/CBR reporter, luminescence ratio, 4 h; Potency, µM (series often up to 46.1 µM), for inactives: at the highest dose ratio change, negative = lower green/red ratio, most hits filed as inhibitors; 0.05% of 340,000 active; active means well fitted inhibition curve with a large enough effect in the signal ratio, with a control signal flat, not every such curve was filed as active; inconclusive means small, poorly fitted or top-dose-only effect, or effect the other way, or a change in a side signal; the % refers to the signal ratio;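 further: potency means the concentration at half of the fitted maximal effect; plate controls were basal doxycycline-induced cells for no effect and cells given 10 µM MG132 for full effect; MG132 reads +100%, hits lower the ratio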
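Doxycycline induced both beetle luciferases in TMD8 lymphoma cells; IKK-driven degradation limits the IkappaBalpha-fused green signal, while red luminescence normalises for cell number and nonspecific effects. Compounds tested up to 46 uM, 4 hrs.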
FBPA coupling cs = counter-screen for Giardia aldolase inhibitors: coupling enzyme system. coupling enzyme system counterscreen, AmpLite Red fluorescence. activity change, negative = inhibition, % at 58.2 µM, hits read low. 0.67% of 290,000 active. AID 2472; in the data active means activity change below about -30%
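First, compound is pin-transferred into glyceraldehyde-3-phosphate coupling-enzyme reagent at 57.5 uM final and held 10 min at RT. Next, substrate, coupling system and AmpLite Red are added. After 20 min RT, fluorescence (525/598 nm) is read.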
Giardia killer = kills Giardia lamblia | 0.15% of 340,000 active | Giardia lamblia trophozoite viability | activity change, % at 7.66 µM, hits read low; in the data active means activity change below about -80%; inconclusive means between about -30% and that limit;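 further: parasites exposed to compound for two days anaerobically before the ATP read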
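Anaerobic 48 hrs incubation at 37 deg C of 100 trophozoites/well with test compounds; ATPLite 1-Step luminescence, 15-30 min RT, reports cellular ATP as viability.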
Numbers without * were called inactive; u = inconclusive; x = no result given; & = joins results of further samples; [ ] = dose if it differs, or a comment. Unless noted, the call rests on the fitted dose curve; in most records, active means well fitted curve in the direction sought with a large enough effect; inconclusive means small, poorly fitted or top-dose-only effect, or another doubt; inactive means no such curve, though single readings can be large; an effect the other way counts as inactive or inconclusive. Unless noted, on the % scale 0 is the no-effect control and ±100 the full control effect.

| item | mol | hERG WT inh | USP2a block | Giardia killer | PKM2 act | FBPA coupling cs | B2AR arrestin |
| --- | --- | --- | --- | --- | --- | --- | --- |
| 1 | CCCn1c(N)c(N(CCOC)C(=O)C(C)Oc2ccc(F)cc2)c(=O)[nH]c1=O (configuration not stated) | -4.5 | -1.4% | -13.3 | x | x | -0.3% |
| 2 | Cc1ccc(C(=O)NCCNC(=O)COc2ccc(C)c(C)c2)cn1 | 8.6 | -0.1% | 3.9 | -7.0% | 3.6 | -0.4% |
| 3 | CC(/C=N/NC(=O)c1cc(C(C)(C)C)[nH]n1)=C\c1ccccc1 | 13.1 | 1.8% | 11.3 | 0.0% | 1.3 | -0.8% |
| 4 | Nc1nnc(/C=C/c2cccc([N+](=O)[O-])c2)s1 | 0.7 | 1.6% | 19.9 | 4.9% | 2.6 | -0.4% |
| 5 | Cc1ccc2cc(C(c3nnnn3C3CCCC3)N(Cc3ccco3)Cc3cccs3)c(=O)[nH]c2c1 (configuration not stated) | -12.3 | -0.1% | -16.6 | -4.5% | -3.8 | -0.3% |
| 6 | COC(=O)CN1C(=O)[C@H]2[C@@H](c3ccc(C)o3)N3C(=O)CN(Cc4ccccn4)C(=O)[C@@]3(Cc3ccccc3)[C@H]2C1=O | -2.8 | 1.9% | -11.9 | -5.8% | -0.6 | 0.6% |
| 7 | CCOc1ccc(C(=O)N/N=C/c2cc(Cl)ccc2[N+](=O)[O-])cc1 | 3.1 | 1.5% | 24.3 | 5.9% | 1.8 | -0.1% |
| 8 | COCC1CCN(Cc2nc(COc3ccccc3)no2)C1 (configuration not stated) | 0.3 | 1.0% | -6.9 | -13.4% | -1.6 | -0.2% |
| 9 | CNS(=O)(=O)Cc1ccc2[nH]cc(CCN(C)C)c2c1 | 8.6&1.9 | -1.3% | 12.8&8.8 | -2.2% | 1.0&-0.8 | 0.2% |
| 10 | Cc1ccccc1N/C(=N/S(=O)(=O)c1ccccc1)c1ccc(F)cc1 | -14.5 | 0.9% | 23.5 | -5.2% | -0.2 | -0.6% |
| 11 | COc1ccc(/C=N/NC(=O)COc2ccc3ccccc3c2)c(C(=O)O)c1OC | -10.3 | -0.5% | -9.9 | -1.0% | 8.8 | -0.5% |
| 12 | O=C(CCN1C(=O)C2C3CCC(C3)C2C1=O)Nc1ccc(F)cc1 (configuration not stated) | 3.4 | -0.8% | -4.8 | 4.3% | 3.3 | 0.1% |
| 13 | O=C(COC(=O)c1cccnc1Cl)Nc1nc(-c2ccccc2)cs1 | 9.5 | -1.3% | 8.6 | -1.4% | -13.5 | -1.4% |
| 14 | NC(=O)NC(CC(=O)NNC(=O)c1ccccn1)c1ccccc1Cl (configuration not stated) | 5.8 | 0.9% | 0.3 | x | x | -0.4% |
| 15 | CCc1ccc(-c2cc(C)no2)cc1S(=O)(=O)NCCc1ccc(S(N)(=O)=O)cc1 | -1.1 | 1.9% | 0.0 | 0.8%[0.46 µM] | 0.3 | -0.1% |
| 16 | CC(C)CCN1C(=O)c2ccc(C(=O)N3CCCCC3)cc2C1=O | -18.1 | 0.7% | 12.9 | x | x | -0.1% |

| item | KCNH2 3.1 block | uPA generation | Eya2 inh | GALK inhibitor | BCR signal inh |
| --- | --- | --- | --- | --- | --- |
| 1 | -2.4 | 0.4% | 4.7% | x | 7.2% |
| 2 | 14.0 | -1.4% | 7.9% | -1.0% | 0.2% |
| 3 | -2.2 | -14.8% | 11.3% | 1.5% | 2.1% |
| 4 | 22.3 | -9.8% | 1.3% | 0.0% | 1.1% |
| 5 | -23.2 | -3.8% | -2.7% | -0.1% | u |
| 6 | -2.8 | 11.4% | -3.9% | x | -6.4% |
| 7 | -1.1 | 2.9% | 9.1% | 1.4% | -1.9% |
| 8 | -1.8 | 3.1% | -2.8% | 6.1% | -2.8% |
| 9 | -1.7&-9.4 | -8.0%&-20.6% | -4.9% | x | 3.4% |
| 10 | 6.6 | -4.2% | 2.1% | 11.3% | 5.6% |
| 11 | -7.5 | -1.4% | 2.4% | -1.0% | -4.4% |
| 12 | -3.9 | 1.5% | 10.1% | 14.7% | -0.9% |
| 13 | 4.0 | -2.7% | 7.0% | 1.7% | u |
| 14 | 2.8 | -43.0% | -3.1% | x | u |
| 15 | -12.8 | u | 8.8% | -0.6% | 6.4% |
| 16 | 11.7 | -1.8% | -0.8% | x | 6.7% |

Given with bars between the fields: 3 of the compounds above
No. | mol | hERG WT inh | USP2a block | Giardia killer | PKM2 act | FBPA coupling cs | B2AR arrestin | KCNH2 3.1 block | uPA generation | Eya2 inh | GALK inhibitor | BCR signal inh
7 | CCOc1ccc(C(=O)N/N=C/c2cc(Cl)ccc2[N+](=O)[O-])cc1 | 3.1 | 1.5% | 24.3 | 5.9% | 1.8 | -0.1% | -1.1 | 2.9% | 9.1% | 1.4% | -1.9%
8 | COCC1CCN(Cc2nc(COc3ccccc3)no2)C1 (configuration not stated) | 0.3 | 1.0% | -6.9 | -13.4% | -1.6 | -0.2% | -1.8 | 3.1% | -2.8% | 6.1% | -2.8%
9 | CNS(=O)(=O)Cc1ccc2[nH]cc(CCN(C)C)c2c1 | 8.6&1.9 | -1.3% | 12.8&8.8 | -2.2% | 1.0&-0.8 | 0.2% | -1.7&-9.4 | -8.0%&-20.6% | -4.9% | x | 3.4%
